N370S GC = inhibits or activates N370S mutant glucocerebrosidase; P04062; N370S GC spleen homogenate, 4MU-glucoside fluorescence; Potency, µM (highest dose often 59.4 µM), without a hit: at the top dose activity change, negative = inhibition, hits mostly inhibitors; 330,000 tested, 0.092% active;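 further: 0% = full enzyme activity and -100% = no enzyme basal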
TDP1 block = TDP1 (human) enzyme inhibition; Q9NUW8; recombinant TDP1, AlphaScreen DNA substrate cleavage; Potency, µM (top dose mostly 130 µM), for the others: at the highest dose activity change, negative = inhibition, most hits filed as inhibitors; 350,000 tested, 0.28% active; AID 485290; further: nearly all actives have a fitted effect of over 40% in size
Target sequence (Q9NUW8 whole entry, looked up): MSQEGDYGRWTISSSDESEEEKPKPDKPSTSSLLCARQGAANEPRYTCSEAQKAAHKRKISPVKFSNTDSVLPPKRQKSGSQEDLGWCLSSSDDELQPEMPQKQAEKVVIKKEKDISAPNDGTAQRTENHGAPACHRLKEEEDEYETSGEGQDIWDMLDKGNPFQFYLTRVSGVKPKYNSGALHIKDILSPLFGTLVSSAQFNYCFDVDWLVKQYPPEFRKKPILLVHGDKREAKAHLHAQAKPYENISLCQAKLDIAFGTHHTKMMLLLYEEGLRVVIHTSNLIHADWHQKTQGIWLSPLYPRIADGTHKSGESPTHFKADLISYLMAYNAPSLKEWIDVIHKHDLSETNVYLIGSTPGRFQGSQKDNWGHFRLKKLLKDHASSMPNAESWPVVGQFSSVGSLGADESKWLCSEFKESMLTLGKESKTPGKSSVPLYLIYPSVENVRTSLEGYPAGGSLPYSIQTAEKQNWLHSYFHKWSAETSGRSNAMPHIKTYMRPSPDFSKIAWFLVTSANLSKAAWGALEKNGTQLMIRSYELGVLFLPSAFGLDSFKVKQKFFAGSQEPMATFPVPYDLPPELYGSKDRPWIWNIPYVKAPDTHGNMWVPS
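Compounds were preincubated with Tdp1 (1 nM final) for 15 min at room temperature before substrate (15 nM final) started a 5 min reaction; beads (10 ug/ml final) were then added for 10 min before AlphaScreen detection.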
FEN1 inhibitor = inhibitors of human flap endonuclease 1. Potency, µM (doses to about 114 µM), for inactives: at the top dose activity change, negative = inhibition, hits mostly inhibitors. P39748. 390,000 tested, 0.35% active. AID 588795. Recombinant FEN1 flap cleavage, fluorescence, 15 min; further: nearly all actives have a fitted effect of over 65% in size
Target sequence (P39748 whole entry, looked up): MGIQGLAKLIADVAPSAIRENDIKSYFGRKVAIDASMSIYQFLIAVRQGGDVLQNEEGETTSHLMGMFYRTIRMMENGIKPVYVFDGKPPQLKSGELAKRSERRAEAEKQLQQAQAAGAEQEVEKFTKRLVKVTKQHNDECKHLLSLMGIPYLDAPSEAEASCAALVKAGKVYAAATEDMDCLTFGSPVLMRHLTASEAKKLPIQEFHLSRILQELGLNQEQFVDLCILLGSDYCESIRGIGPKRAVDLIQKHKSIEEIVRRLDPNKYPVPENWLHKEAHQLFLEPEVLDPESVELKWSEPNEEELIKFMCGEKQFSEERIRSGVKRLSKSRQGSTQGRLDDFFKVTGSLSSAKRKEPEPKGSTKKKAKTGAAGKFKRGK
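Recombinant FEN1 (10 nM) was preincubated with pin-transferred compounds for 15 min at room temperature, then flap DNA substrate (50 nM final) was added. Plates were read at 0 and 15 min, and normalized concentration–response data were fitted to a four-parameter Hill equation.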
* hit, by the source's call; ? = inconclusive; / = no result given; & = joins results of further samples; [ ] = another dose, or the depositor's remark. The call rests on the fitted dose curve; in most records, active means well fitted curve in the direction sought with a large enough effect; inconclusive means small, poorly fitted or top-dose-only effect, or another doubt; inactive means no such curve, though single readings can be large; an effect the other way counts as inactive or inconclusive. Unless noted, on the % scale 0 is the no-effect control and ±100 the full control effect; potency means the concentration at half of the fitted maximal effect.

SMILES | N370S GC | TDP1 block | FEN1 inhibitor
Cc1cc(=O)oc2cc(OCC(=O)N3CCN(c4ccccc4)CC3)ccc12 | / | 1% | 14%
Cc1ccc(OCc2cc(=O)n3c(-c4ccccc4)csc3n2)cc1 | / | 4% | 1%
CCc1ccc2oc(-c3ccc(OC)cc3)cc(=Nc3cccc(C(=O)O)c3)c2c1 | ? | 3% | -13%
Cc1cccc(-n2c(C)cc(C(=O)C(=O)Nc3ccccc3F)c2C)c1C | / | 6% | 16%
Cc1n[nH]c(C)c1S(=O)(=O)N(CC(=O)N1CCc2ccccc21)c1ccc(C(C)C)cc1 | 1% | 1% | 5%
COc1ccc(Cl)cc1C(=O)NCCCSc1ccccc1 | ? | 0% | -1%
Fc1ccccc1CSc1nnc(-c2cccs2)o1 | 21% | -8% | 2%
CCc1ccc(CNC(=O)c2ccc3c(c2)c(C)c(C)n3Cc2ccccc2)cc1 | / | 5% | -10%
CCOc1ccc(N2C(=O)CC(Sc3nc(C)cc(C)c3C#N)C2=O)cc1 (stereo not given) | ? | -5% | -6%
CCOc1ccccc1CNC(=O)CCCn1ncn2c(cc3occc32)c1=O | 9% | 3%&-3% | -18%&-14%
COc1ccc(-c2nc3cc(NC(=O)Cc4ccc(OC)c(OC)c4)ccc3o2)cc1 | 11% | 6% | -33%
Cc1cccc(C)c1OCc1cc(C(=O)N2CCC(c3ccncc3)CC2)no1 | -10% | 3% | -17%
CCc1c(C)c2ccc3c(c2oc1=O)CN(Cc1ccccc1)CO3 | / | 3% | 13%
CCN(CC(=O)Nc1ccccc1Br)C1CCCCC1 | -13% | 0% | -1%
Cc1ccc(C(=O)Nc2cccc(-c3nc4ncccc4o3)c2)cc1 | 18% | / | -3%
CCC/C(=C1/C(=O)CC(C)(C)C(C(=O)OC)C1=O)N1CCCC1 (stereo not given) | -14% | 4% | 12%
O=C(N1CCOCC1)N1CCN(c2ccccn2)CC1 | -6% | 5% | -1%
Fc1ccc(CNCC2CCCO2)cc1 (stereo not given) | 3% | / | 2%
COc1ccc(NS(=O)(=O)c2ccc(-c3coc(C)n3)cc2)cc1 | -20% | 2% | 11%
COc1ccccc1CN(C)C(=O)COC(=O)c1ccc(Cl)nc1 | / | 1% | 6%
CCCC1CCC(C2=N/C(=C\c3ccc(OC)c(OC)c3)C(=O)O2)CC1 (stereo not given) | 6% | 2% | -11%
COC(=O)c1ccc2[nH]c([C@H](C)O)c([C@H](C)O)c2c1 | -2% | / | 11%
Cc1ccc(Nc2c(-c3ccncc3)nc3ccc(C)cn23)cc1 | / | 8% | 12%
O=C(c1ccc2c3c(cccc13)C(=O)N(O)C2=O)N1CCCCC1 | 2% | 2% | 11µM*
COC(=O)c1cc2c(=O)n3ccccc3nc2n(C)c1=N | ? | 6% | /
COc1ccc(/C(N)=N/OC(=O)CCc2ccccc2)cc1 | -3% | 1% | -9%
Cn1c(NC(=O)c2ccccc2)c(-c2cccs2)c(=O)c2ccccc21 | -18% | 2% | -11%
CSCCC(NS(=O)(=O)c1cccs1)C(=O)NCc1cccs1 (stereo not given) | 10% | 7% | -1%
O=C(Nc1nc(-c2ccc(Cl)cc2Cl)cs1)C1CCCO1 (stereo not given) | -14% | -3% | -8%
CC(=O)Oc1ccc(C#C/C=C2\c3ccccc3C(=O)N2c2ccccc2)cc1 | / | 4% | -2%

The closing two records of the part before lead into the next:
SMILES | N370S GC | TDP1 block | FEN1 inhibitor
O=C(Nc1nc(-c2ccc(Cl)cc2Cl)cs1)C1CCCO1 (stereo not given) | -14% | -3% | -8%
CC(=O)Oc1ccc(C#C/C=C2\c3ccccc3C(=O)N2c2ccccc2)cc1 | / | 4% | -2%
COc1ccccc1NC(=O)N1c2ccccc2NC(=O)CC1C (stereo not given) | 0% | 3% | 2%
Cc1cc(C)c2nc(N3CCCC(C(=O)N4CCC(C(N)=O)CC4)C3)sc2c1 (stereo not given) | -15% | 2% | 5%
O=S(=O)(NC1CCCCC1)c1ccc(F)c2ccccc12 | -21% | -2% | -10%
CN(Cc1nc2c(s1)CCCC2)C(=O)CCc1nnc(-c2ccc3c(c2)OCO3)o1 | 6% | / | 0%
CC(=O)N(C)c1ccc(N=Nc2c(C)[nH]n(C(N)=S)c2=O)cc1 | 6% | 3% | 6%
CCc1ccc(CN(Cc2ccco2)C(=O)c2ccc(C)cc2)cc1 | / | -2% | -17%
COc1ccc(NC(=O)CCNS(=O)(=O)c2cccc3nsnc23)cc1 | 0% | 5%&5% | -6%&-5%
CN=C(C)C1=C(O)C(C(=O)OC)C(C)(C)CC1=O (stereo not given) | -9% | 5% | 1%
O=C(NCCCN1CCOCC1)c1ccc(CNS(=O)(=O)c2ccc(F)cc2)cc1 | 6% | -2% | 1%
CCn1c(C(=O)NCc2ccc(OC(C)C)cc2)cc2oc3ccccc3c21 | / | 5% | -15%
Cc1ccccc1N1CCN(S(=O)(=O)c2ccccc2)CC1 | 3% | 5%[12.3 µM] | 4%&-27%
C=CC[C@@H]1C=C[C@H](Oc2ccc(C)cc2)[C@H](COC(=O)NCc2cccc3ccccc23)O1 | 10%[12.8 µM] | 8%[21 µM] | /
COC(=O)C1=NN(N=O)C2(CC(=O)N(c3cc(C)cc(C)c3)C2=O)C1 (stereo not given) | 9% | 5% | -2%
Cc1ccc(CN(Cc2ccco2)C(=S)NCC(=O)O)cc1 | -4% | 0% | -5%
COc1ccc(OC)c(NC(=O)c2[nH]c(C)c(C(C)=O)c2C)c1 | 4% | 2% | -3%

A portion taken from the entries so far, for reference:
SMILES | N370S GC | TDP1 block | FEN1 inhibitor
CCn1c(C(=O)NCc2ccc(OC(C)C)cc2)cc2oc3ccccc3c21 | / | 5% | -15%
Cc1ccccc1N1CCN(S(=O)(=O)c2ccccc2)CC1 | 3% | 5%[12.3 µM] | 4%&-27%

Later entries.
SMILES | N370S GC | TDP1 block | FEN1 inhibitor
CC(=O)Nc1ccc(S(=O)(=O)Nc2cccc(C(=O)NC(C)(C)C)c2)cc1 | 6% | 4% | 7%
CCNC(=O)Cn1cnc2c1c(=O)n(C)c(=O)n2C | 0% | 3% | -3%
COc1ccc(S(=O)Cc2ccc(C(=O)N3CCN(C(=O)c4ccco4)CC3)o2)cc1 (stereo not given) | 7% | 3% | -4%
Clc1ccc(-c2csc(Nc3cccnc3)n2)cc1 | -2% | / | -6%
CC(=O)c1cccc(NC(=O)C(OC(=O)c2ccccc2NS(=O)(=O)c2cccs2)c2ccccc2)c1 (stereo not given) | -10% | 5% | -12%
CSCc1c(C(=O)Nc2ccccc2N2CCOCC2)oc2ccccc12 | / | 2% | -20%
CCc1c(-c2ccccc2)[n+](=O)c2c(n1[O-])CCC2 | 3% | 1% | 8%
O=C1CC(c2ccccc2)=Nc2ccccc2N1Cc1ccccc1 | 2% | 2% | -4%
O=[N+]([O-])c1ccc(Cl)cc1Sc1nc2ccccc2o1 | 6% | 10% | -7%
CCCNC(=O)CNC(=S)N(Cc1cc(OC)c(OC)c(OC)c1)C1CCCC1 | -2% | 0% | -7%
CCOC(=O)c1c(C)cc(OC)cc1O | -9% | 7%[56.1 µM] | /
O=C(NC1CCN(C(=O)NCc2ccccc2)CC1)c1ccc(F)cc1 | 1% | -3% | -3%
CCCn1nnnc1NC(=O)COc1ccc(Cl)cc1C | -3% | 0% | -4%
CC(C)C[C@H](CO)Nc1nc(Nc2cccc(Cl)c2)c2ncn(C(C)C)c2n1 | ? | 7% | -17%
CC(NC(=O)CCC(=O)N1CCN(S(=O)(=O)c2ccc(Cl)cc2)CC1)c1ccccc1 (stereo not given) | 4% | 4% | 6%
CCCCOc1ccc(-c2c(C#N)c(N)nc(SCC(N)=O)c2C#N)cc1 | 2% | 0% | -10%
CSc1ccc(NC(=O)N2CC(C)OC(C)C2)cc1 (stereo not given) | 1% | 4% | 14%
COCc1nnc(NS(=O)(=O)c2ccc(Cl)cc2)s1 | -3% | / | -2%
CCCn1cc(CN2CCC(Cc3ccccc3)(C(=O)OCC)CC2)c(C)n1 | -10% | / | 5%
CCOC(=O)C1CCN(S(=O)(=O)c2ccc(CN3C(=O)c4cccnc4C3=O)cc2)CC1 | 3% | 0% | -13%
Cc1ccc(-n2ncc3c2CCCC3NC(=O)CCc2c(C)noc2C)cc1C (stereo not given) | -8% | 2%[56.1 µM] | -2%
Cc1cccc(-n2c(CCCN3C(=O)c4ccccc4C3=O)nc3ccccc3c2=O)n1 | -1% | 5% | -6%
CCC(=O)c1cn(CC(=O)NCC2CCCO2)c2ccccc12 (stereo not given) | -2% | 5% | -6%
COc1ccc(N2C(=O)CC(N3CCN(c4ccccc4OC)CC3)C2=O)cc1 (stereo not given) | 1% | / | 4%
CC1=C(C(=O)Nc2cccnc2)C(c2ccccc2)n2nc(SCc3ccccc3Cl)nc2N1 (stereo not given) | / | -3% | -8%
C=CCC(C)(O)c1cccs1 (stereo not given) | -1% | 10% | /
CC(C)(C)c1cc(-c2nc(N)nc(N)n2)c(O)c(C(C)(C)C)c1 | 19% | -3% | ?
Cc1ccc(Cl)cc1NC(=O)N1CCC(CN2CCc3ccccc3C2)CC1 | / | -6% | -4%
CCSc1ncc(Cl)c(C(=O)Nc2ccccc2OC)n1 | -4% | / | -3%
CCn1c(SCC(N)=O)nnc1-c1ccco1 | -10% | 0% | -1%

Compounds above with a COOH group (2):
SMILES | N370S GC | TDP1 block | FEN1 inhibitor
CCc1ccc2oc(-c3ccc(OC)cc3)cc(=Nc3cccc(C(=O)O)c3)c2c1 | ? | 3% | -13%
Cc1ccc(CN(Cc2ccco2)C(=S)NCC(=O)O)cc1 | -4% | 0% | -5%

(more compounds)
SMILES | N370S GC | TDP1 block | FEN1 inhibitor
COCCCn1c(=O)c2ccccc2n(Cc2cccc(C)c2)c1=O | 5% | 1% | 15%
Cn1cc(C(c2ccccc2)c2ccc(Cl)s2)c2ccccc21 (stereo not given) | / | -1% | -15%
O=C(NCc1ccco1)C1CC(=O)N(c2ccc(O)cc2)C1 (stereo not given) | 2% | 4% | -1%
COc1ccc(NC(=O)COC(=O)CCc2ccccc2)c(OC)c1 | -2% | -4% | -5%
CC(=O)c1sc2nc(C)c3c(c2c1N)CCCC3 | 11% | 6% | -22%
COCC(=O)Nc1cc(C(=O)Nc2cccc(C)c2C)ccc1Cl | 2% | 5% | -13%
Cc1cc(C)nc(SCCn2c(N3CCCCC3)nc3c2c(=O)n(C)c(=O)n3C)n1 | 4% | 2% | -13%
Clc1cncc(Cl)c1N/N=C/c1ccccc1 | 26% | -3% | 4%
Cc1cc(C)c(NC(=O)NC(=O)C(Cl)(Cl)Cl)c(C)c1 | 3% | 5% | 2%
Cc1ccc(NC(=O)CN2C(=O)NC(C)(c3ccc(Cl)cc3)C2=O)cc1S(=O)(=O)N1CCOCC1 (stereo not given) | -16% | 6% | 9%
COc1cccc(OC)c1C(=O)N1CCN(Cc2ccncc2)CC1 | -1% | -11% | -2%
O=C1NNC(=O)C2C3C=CC(C4CC34)C12 (stereo not given) | 19% | 1% | -3%
COC(=O)CSc1nc2nc(-c3cccs3)cc(C(F)(F)F)c2c(=O)[nH]1 | 1% | / | -3%
Cc1c2c(nc3ccccc13)CCC(C)C2 (stereo not given) | -2% | 5% | 10%
CCOc1cc(C2CC(=O)NC3=C2C(=O)C(C(=O)OC)C(C)C3)cc(Cl)c1O (stereo not given) | -2% | 0% | -3%

Record cards, as listed above:
CCOc1cc(C2CC(=O)NC3=C2C(=O)C(C(=O)OC)C(C)C3)cc(Cl)c1O (stereo not given) in the list: N370S GC: -2%; TDP1 block: 0%; FEN1 inhibitor: -3%
O=C(NCc1ccco1)C1CC(=O)N(c2ccc(O)cc2)C1 (stereo not given) in the list: N370S GC: 2%; TDP1 block: 4%; FEN1 inhibitor: -1%
COc1ccc(NC(=O)COC(=O)CCc2ccccc2)c(OC)c1 in the list: N370S GC: -2%; TDP1 block: -4%; FEN1 inhibitor: -5%

The list continues:
SMILES | N370S GC | TDP1 block | FEN1 inhibitor
COCCn1c(SCC(=O)N2CCOCC2)nc2ccccc2c1=O | -15% | 9% | 3%
CCCCC(=O)Nc1nn(CC)c2nc3c(C)cccc3cc12 | -5% | / | 8%
COc1ccc(-c2cc(C(F)(F)F)n3nc(C(=O)Nc4ccc(Cl)cc4C(F)(F)F)cc3n2)cc1OC | / | 1% | 15%
C/C(=N\NC(=O)c1nn(C)c(C)c1Br)c1ccc(NC(=O)c2ccccc2F)cc1 | -25% | 2% | 3%
O=S(=O)(c1ccc(Cl)s1)N1CCNCC1 | / | 0% | -14%
COc1ccc(/C=C2/C(=O)N(CC3CCCO3)C(=S)N2C)c(OC)c1 (stereo not given) | 3% | 5% | ?
C[C@@H]1O[C@@H](O[C@@H]2C(=O)c3c(O)cc(O)cc3O[C@H]2c2ccc(O)c(O)c2)[C@H](O)[C@H](O)[C@H]1O | / | -8% | -6%
CCc1ccc(-n2c(=O)c3c4c(sc3n(Cc3ccccc3C#N)c2=O)CCC4)cc1 | / | 2% | 18%
CCc1ccccc1NC(=O)CSc1n[nH]c(C)c1[N+](=O)[O-] | -4% | -2% | 3%
